# D2 potentiator – positively modulates the human D2 dopamine receptor allosterically. AID 485347. HEK293 T-REx D2, calcium flux, EC20 dopamine potentiation. 340,000 tested, 0.34% active. P14416. potentiation, % at 10 µM;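 active means potentiation over 3 SD above the plate norm, cut at about 30% in these data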; further: 0% is about no effect
#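 Potentiation of an EC20 dopamine calcium response is measured in a force-coupled, tetracycline-inducible Hek293 Trex D2 line. Compound-only kinetic reads over 180 s flag agonists before dopamine addition.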
# Vif-A3G inh – inhibitors of Vif-APOBEC3G interaction. Q9HC16. AID 602310. 410,000 tested, 0.076% active. Potency, µM (series often up to 46.1 µM), for inactives: at the highest dose activity, negative = active, hits mostly inhibitors. HeLa A3G-eYFP + Vif (tagged APOBEC3G with the HIV-1 protein that degrades it), YFP fluorescence, overnight;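 further: potency means the concentration at half of the fitted maximal effect; on the % scale 0 is the no-effect control and ±100 the full control effect; nearly all actives have a fitted effect of over 60% in size; hits raise eYFP signal because A3G escapes Vif-driven loss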
#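 Read-out is eYFP fluorescence (Ex 488/Em 500-530) from Vif-expressing HeLa A3G-eYFP cells; more signal means A3G escaped Vif-mediated degradation. Cells plated overnight, compound pinned in, incubated overnight at 37 deg C.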
# D1 agonist – human D1 receptor agonism | 360,000 tested, 1% active | activation, % at 2 µM | HEK293 T-REx D1 cells, calcium flux, agonist mode | P21728 | AID 504660; in the data active means activation above about 30%; further: 0% is about no effect
#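 Agonism was scored from calcium flux recorded over 180 s (1 read/s) after pintool compound addition, following a 10-cycle baseline. Cells were inducible force-coupled HEK293 TREx D1, plated overnight at 30 C and loaded with no-wash calcium dye.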
# D1 antag – antagonists of human D1 dopamine receptor | 360,000 tested, 3.2% active | activity change, negative = inhibition, % at 10 µM | HEK293 TREx D1 cells, calcium flux, dopamine EC80; stronger effect = lower value; in the data active means activity change below about -30%; further: on the % scale 0 is the no-effect control and ±100 the full control effect
#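 Tetracycline-induced HEK293 T-REx cells with force-coupled D1 receptor were loaded with a no-wash calcium dye. Compound was added after a 10 s baseline and read kinetically for 180 s; EC80 dopamine was then added and calcium flux followed another 180 s.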
# LDHA inh – inhibitors of human lactate dehydrogenase A; P00338; purified LDHA, NADH/diaphorase-resazurin fluorescence; stronger effect = lower value; activity change, % (values are at about 110 or 230 µM); 480,000 tested, 0.15% active; AID 1347041; in the data active means activity change below about -30%; inconclusive means mostly about -25% to -30%;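 further: plate controls were DMSO wells for no effect and wells without enzyme for full effect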
#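 Enzyme activity of human lactate dehydrogenase 5 (2 nM; 0.06 mM NADH, 0.2 mM pyruvate, 5 min, RT) is measured via a resazurin/diaphorase fluorescence readout of residual NADH.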
# D1 PAM – enhances dopamine response at the human D1 receptor. P21728. HEK293 TREx D1 cells, calcium flux, dopamine EC20 potentiation. potentiation, % at 10 µM. 360,000 tested, 0.036% active. AID 504651; in the data active means potentiation above about 30%; further: 0% is about no effect
# Vif-APOBEC3F blk – Vif-A3F binding inhibition; Potency, µM (top dose mostly 46.1 µM), for inactives: at the highest dose activity, negative = active; 390,000 tested, 0.2% active; HeLa A3F-eYFP + Vif (tagged APOBEC3F with the HIV-1 protein that degrades it), YFP fluorescence increase; further: potency means the concentration at half of the fitted maximal effect; % of control where 0% means no effect; nearly all actives have a fitted effect of over 65% in size
#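 HeLa cells stably expressing A3F-eYFP plus Vif, plated and incubated overnight at 37 deg C, then exposed to compounds overnight at 37 deg C. Blocked degradation read as raised yellow fluorescence (Ex 488/Em 500-530).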
# RXFP1 agonist – agonists of human relaxin receptor RXFP1; HEK293T-RXFP1 cAMP TR-FRET, 30 min; response scale: percent of porcine relaxin response, buffer zero; AID 2676; 370,000 tested, 0.3% active; Q9HBX9; Potency, µM (titrated, usually from 57.5 µM), inactives show top-dose activation, most hits filed as activators; further: potency means the concentration at half of the fitted maximal effect; on the % scale 0 is the no-effect control and ±100 the full control effect; nearly all actives have a fitted effect of over 60% in size; many of its hits are not listed in these tables
# Target sequence (Q9HBX9 whole entry, looked up): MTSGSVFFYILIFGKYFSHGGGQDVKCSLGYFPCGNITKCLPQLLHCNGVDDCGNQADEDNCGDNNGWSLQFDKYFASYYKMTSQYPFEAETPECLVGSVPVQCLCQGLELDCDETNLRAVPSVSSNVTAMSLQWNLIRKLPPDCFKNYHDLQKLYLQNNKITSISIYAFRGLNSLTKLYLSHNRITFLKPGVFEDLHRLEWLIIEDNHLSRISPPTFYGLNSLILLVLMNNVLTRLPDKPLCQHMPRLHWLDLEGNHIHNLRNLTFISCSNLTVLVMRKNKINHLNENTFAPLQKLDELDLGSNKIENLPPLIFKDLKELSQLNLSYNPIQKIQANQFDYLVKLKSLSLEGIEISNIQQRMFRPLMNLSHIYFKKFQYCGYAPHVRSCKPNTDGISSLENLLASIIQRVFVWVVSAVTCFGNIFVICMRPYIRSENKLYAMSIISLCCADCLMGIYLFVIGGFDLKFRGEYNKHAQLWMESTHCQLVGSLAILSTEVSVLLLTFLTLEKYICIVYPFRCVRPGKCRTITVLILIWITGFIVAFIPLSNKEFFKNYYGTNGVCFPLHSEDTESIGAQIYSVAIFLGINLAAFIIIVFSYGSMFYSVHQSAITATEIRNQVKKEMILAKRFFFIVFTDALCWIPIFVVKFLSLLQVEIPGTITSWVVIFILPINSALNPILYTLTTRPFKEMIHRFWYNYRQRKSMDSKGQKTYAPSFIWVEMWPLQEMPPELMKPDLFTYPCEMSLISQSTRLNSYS
#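 cAMP rise read by TR-FRET after 30 min, 37C compound exposure (up to 58 uM) in RXFP1-transfected HEK293 cells with Ro 20174 present. EC50 from Hill-equation fits, with 29 nM porcine relaxin as 100% and buffer as basal.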
# Glioma ERSR ind – inducers of ER stress response in human glioma cells; U87-MG GRP78 promoter luciferase reporter, 16 h; Potency, µM, without a hit: at the top dose activation, usual class: activators; 420,000 tested, 0.02% active; further: potency means the concentration at half of the fitted maximal effect; series mostly up to about 76 µM; % of control where 0% means no effect; nearly all actives have a fitted effect of over 35% in size
#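 Stably transfected U87-MG human glioma cells carrying a GRP78-based luminescent sensor were seeded at 1000 cells/well, pin-dosed with compounds and incubated 16 h. Luciferase reagent was then added, and end-point luminescence was read after 10 min at room temperature.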
# * hit, by the source's call; ? = inconclusive; · = not tested or not shown; & = joins results of further samples. Unless noted, the call rests on the fitted dose curve; in most records, active means well fitted curve in the direction sought with a large enough effect; inconclusive means small, poorly fitted or top-dose-only effect, or another doubt; inactive means no such curve, though single readings can be large; an effect the other way counts as inactive or inconclusive.
SMILES,D2 potentiator,Vif-A3G inh,D1 agonist,D1 antag,LDHA inh,D1 PAM,Vif-APOBEC3F blk,RXFP1 agonist,Glioma ERSR ind
O=C(CNC(=O)c1ccc2cc[nH]c2c1)OC(C(=O)Nc1cc(C(F)(F)F)ccc1Cl)c1ccccc1 (centres undefined),·,·,7,-7,-12,-2,·,·,·
O=C(O)c1ccc(N/N=C/c2ccc(-c3cccc(Cl)c3)o2)cc1,·,-25%,1,-3,-7,16,3%,-0.9%,7%
COc1ccc(N2CC(C)Cn3c2nc2c3c(=O)[nH]c(=O)n2C)cc1 (centres undefined),·,2%,3,11,-1&7,-4,·,1.3%,-3%
CC(C)c1[nH]nc2c1C(c1cccc(OC(=O)N3CCOCC3)c1)C(C#N)=C(N)O2 (centres undefined),12,-4%,5,8,-1,8,5%,-0.4%,-4%
CCC(=O)Nc1ccc(C(=O)Nc2cccc(OC)c2)cc1,-2,-3%,2,-1,2,2,1%,-0.2%,8%
C[C@H](CO)N1C[C@H](C)[C@@H](CN(C)C(=O)Nc2ccccc2)Oc2c(NS(=O)(=O)c3cccs3)cccc2C1=O,·,0%,·,·,-5,·,3%,·,0%
COc1ccccc1Nc1nnc(SCC(=O)NC2CC2)s1,12,-1%,1,3,2,2,-2%,0.8%,14%
O=C(Oc1ccc(N(C(=O)c2ccncc2)S(=O)(=O)c2cccs2)cc1)c1ccncc1,·,5%,11,-7,0,6,-5%,1.2%,0%
CC(C#N)Sc1ncnc2sc3c(c12)CCC3 (centres undefined),1,0%,0,-8,-2,-6,-11%,4.2%,-1%
O=C(Nc1ccccc1OCc1cc(=O)n2ccccc2n1)c1cccc(Br)c1,-1,4%,-1,-10,-7,-4,-9%,23%,-3%
COc1ccc(NS(=O)(=O)c2cc(NC(=O)C3=NN(c4ccccc4)C(=O)CC3)ccc2C)cc1,·,-8%,·,·,-5,·,1%,·,-2%
Cc1ccc(C(=O)O)cc1NS(=O)(=O)c1ccc2c(c1)oc(=O)n2C,13,2%,15,-5,-3&-5,-3,4%,8.2%,5%
O=C(COC(=O)/C=C/c1cccc(C(F)(F)F)c1)NC(c1ccccc1)c1ccccc1,-16,0%,7,-12,-4,-7,3%,0.4%,-1%
O=C(NCc1cccc(Cl)c1)NC(=O)c1csc([N+](=O)[O-])c1,6,1%,2,6,-5,-2,1%,-0.6%,0%
CCOc1cc(/C=N/NC(=O)c2cccnc2)ccc1O,4,-2%,2,17,0,-6,-10%,0.3%,-1%
COc1ccccc1CCNC(=O)C1CCC(=O)N(C2CCCCCC2)C1 (centres undefined),4,-1%,0,-5,-7,5,4%,-0.2%,-3%
CN1CCN(C(=S)c2cn(CCOc3ccccc3)c3ccccc23)CC1,-17,1%,6,-17,-18,-3,5%,2.3%,1%
N#Cc1nc(-c2ccc(OCc3ccccc3)cc2)oc1NCCN1CCOCC1,-3,·,11,-27,3,-4,·,-1.2%,·
Cc1ccc(NC(=O)c2nc(S(=O)(=O)Cc3cccc(C)c3)ncc2Cl)cc1,-5,?,1,-29,-4,-4,-12%,4.4%,-11%
Nc1nnc(Sc2ccc(Cl)cc2[N+](=O)[O-])s1,-1,-2%,0,17,-6,3,-3%,0.3%,-4%
CCOC(=O)C(=O)c1cn(C2OCC(OC(C)=O)C(OC(C)=O)C2OC(C)=O)c2ccccc12 (centres undefined),-5,0%,0,6,2,1,7%,1.6%,-3%
Cn1c(N)c(C(=O)COC(=O)Cc2ccc(Cl)cc2)c(=O)n(C)c1=O,13,0%,9,-6,-3,1,3%,8.2%,-4%
COc1cccc2c1cc1c(=O)n(CC(=O)N3CCN(c4ccc(Cl)cc4)CC3)nc(C)n12,-3,4%,0,4,0,-3,-1%,-1.6%,-1%
O=C(CCCn1c(=O)c2sccc2n(Cc2ccc(F)cc2Cl)c1=O)NCc1ccc2c(c1)OCO2,12,1%,0,-1,-7,1,0%,?,-4%
Cc1ccccc1NC(=O)C1CCN(S(=O)(=O)c2c(C)noc2/C=C/c2ccco2)CC1,-5,-3%,0,-33*,-3,5,-1%,1.6%,-1%
C(=C\c1ccccc1)/CNCC1CCCO1 (centres undefined),-4,-5%,5,7,6&-11,-1,10%,1.0%,-1%
O=C(Cn1c(=O)oc2cc(S(=O)(=O)N3CCCCC3)ccc21)N1CCCCC1,·,0%,2,26,-1,19,13%,3.0%,-5%
Cc1ccc(C(=O)O/N=C/c2c(C)nn(C)c2Cl)cc1,-1,1%,1,-9,-8,-6,?,0.9%,-5%
CC(C)NC(=O)c1ccc(-c2ccccc2C(F)(F)F)o1,·,-1%,17,-13,-4,-7,-8%,2.4%,7%
COc1ccc(N2CCN(C(=O)C(NC(=O)c3c(F)cccc3F)C(C)C)CC2)cc1 (centres undefined),3,5%,3,-18,2,-3,14%,-0.7%,-4%
COc1ccc(CN(C)CC(=O)Nc2ccccc2-c2ccccc2)c(OC)c1,·,-1%,13,3,-5,-3,7%,-1.1%,-8%
O=C(CSc1ccc2nnc(CCNC(=O)c3ccccc3)n2n1)NCc1ccc(F)cc1,2,0%,3,-7,-6,2,-2%,9.3%,-5%
CC(=O)N/C(=C/c1ccc([N+](=O)[O-])cc1)C(=O)O,4,-3%,2,-27,-5,-4,-24%,2.3%,1%
COC(=O)COc1ccc(/C=C2\SC(=O)N(CC(=O)Nc3ccccc3F)C2=O)cc1,-3,-1%,11,4,-9,3,-26%,-0.1%,0%
C[C@H](NC(=O)C1CCN(S(=O)(=O)c2ccccc2)CC1)C(=O)NCc1ccncc1,·,-2%,·,·,-2,·,3%,·,-3%
Cn1nnnc1Sc1ncnc2scc(-c3ccsc3)c12,·,-22%,0,32,0&1,9,-8%,·,-10%
COc1ccccc1NC(=O)CSc1oc(-c2ccccc2)nc1S(=O)(=O)c1ccc(C)cc1,-8,-7%,4,5,-1,-1,4%,0.2%,-5%
COc1cccc(CNC(=O)CCc2c(C)c3cc4c(C)coc4cc3oc2=O)c1,-11,-2%,10,-23,-8,-1,5%,-0.3%,1%
CC12CCC(C(=O)N3CCCCC3)(CC1=O)C2(C)C (centres undefined),-2,-4%,-1,23,3,2,4%,-0.2%,-2%
CCOC(=O)c1cc([N+](=O)[O-])cc([N+](=O)[O-])c1Sc1ncnc2nc[nH]c12,·,-17%,·,·,14,·,10%,·,-14%
CSCCC(NC(=O)c1ccc([N+](=O)[O-])cc1Cl)C(=O)OCC(=O)NC(=O)CN1CCCC1=O (centres undefined),0,-1%,2,-4,-7,-5,-4%,0.0%,3%
CCCc1nc(-c2ccc(-c3ccc(F)cc3)cc2)no1,-4,3%,4,15,-6,-2,-6%,1.7%,8%
CC(CCc1ccccc1)NC(=O)COc1cc(F)ccc1[N+](=O)[O-] (centres undefined),-3,-1%,-1,-15,-1,-4,-19%,-0.6%,-1%
CC1(NC(=O)C23CC4CC(CC(C4)C2)C3)CCS(=O)(=O)C1 (centres undefined),5,7%,2,1,-10,6,3%,-1.1%,-5%
CC(=O)c1ccc(NC(=O)COc2ccccc2-c2nc(-c3ccccc3)no2)cc1,2,2%,0,11,-2,1,-11%,0.7%,0%
Cn1cc(CNC(=O)c2ccc(OC3CCN(Cc4ccccn4)CC3)cc2)cn1,-4,5%,4,-41*,-7,3,-5%,3.6%,-1%
Cc1cccc(NC(=O)C2CCN(c3nnc(C)c4c(C)n(-c5ccccc5)nc34)CC2)c1C,-5,3%,1,2,1,-1,-8%,18%,0%
COc1ccc(Br)cc1/C=N/N1CCN(Cc2ccccc2)CC1,-18,-1%,9,51,0,2,-1%,0.0%,-3%
CS(=O)(=O)N(CC(=O)N1CCc2ccccc2C1)c1cccc(Br)c1,·,-5%,·,·,1,·,1%,·,-4%
COc1cc(CN2CCNC(=O)C2CC(=O)N(Cc2nccn2C)C(C)C)cc(OC)c1 (centres undefined),4,-1%,2,3,0,-5,2%,0.0%,9%
COc1ccc(C/C(N)=N/OC(=O)c2ccc(Cl)cc2)cc1,-8,14%,1,-14,-14,-10,13%,3.0%,-2%
Cc1c(NC(=O)C(C)OC(=O)c2cccnc2)c(=O)n(-c2ccccc2)n1C (centres undefined),-4,0%,5,-8,-10,0,1%,0.7%,-1%
COc1cc(CO)c(Br)cc1OCC(=O)Nc1ccccc1C,7,-1%,7,-1,-13,·,1%,-0.1%,10%
COc1ccc(C(=O)c2sc3nc(-c4ccccc4)ccc3c2N)cc1OC,-2,?,57*,1,-11,-5,-16%,7.0%,-14%
CCCCn1c(N)c(N(CCOC)C(=O)c2cc(-c3ccc(C)cc3)nc3ccccc23)c(=O)[nH]c1=O,8,-8%,5,-5,-8,0,0%,-1.6%,3%
Cc1cccc(-n2ccnc2SCC(=O)Nc2cc(C)on2)c1,-20,0%,-2,-21,-7,2,2%,0.7%,-8%
COc1ccc([N+](=O)[O-])cc1NC(=O)Nc1ccc(OC)c(OC)c1,2,-4%,-1,·,1,-7,-7%,-0.7%,1%
Nc1nc2ccc(Cl)cc2o1,·,-2%,·,·,-9,·,-22%,·,-2%
C/C(=N/NC(=O)c1ccc(Br)s1)c1ccncc1,1,1%,2,-30,-12,-8,-14%,0.3%,3%

# Entries of single compounds from above. Order of values: D2 potentiator	Vif-A3G inh	D1 agonist	D1 antag	LDHA inh	D1 PAM	Vif-APOBEC3F blk	RXFP1 agonist	Glioma ERSR ind
# CCOc1cc(/C=N/NC(=O)c2cccnc2)ccc1O reads 4	-2%	2	17	0	-6	-10%	0.3%	-1%
# COc1cc(CN2CCNC(=O)C2CC(=O)N(Cc2nccn2C)C(C)C)cc(OC)c1 (centres undefined) reads 4	-1%	2	3	0	-5	2%	0.0%	9%
# CCCc1nc(-c2ccc(-c3ccc(F)cc3)cc2)no1 reads -4	3%	4	15	-6	-2	-6%	1.7%	8%

# Not all compounds are listed. The share of hits here may be higher or lower than overall.
